Screening results as filed in PubChem BioAssay.
Yeast superoxide = caloric restriction mimetics inhibiting age-related superoxide in yeast | S. cerevisiae aged cells, superoxide DHE fluorescence; active compounds read low | superoxide response (% of plate mean), % at 10 µM | 0.18% of 330,000 active | AID 2690;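 active = superoxide response under a set limit, about three screen SD below normal, cut at about 65% in these data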;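 also: yeast aged for seven days with compound at 30 °C before DHE staining; 100% = average MFI of all compound-treated wells on the plate with controls excluded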
GLD-1 RNA inh = GLD-1-TGE RNA interaction inhibition (C. elegans). 0.44% of 320,000 active. purified GLD-1 + fluorescein TGE RNA, fluorescence polarization. AID 2280. Q17339. inhibition, % at 5.96 µM;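 active = percent inhibition above a per-plate cutoff, the plate mean of test compounds plus 3 SD, cut at about 30% in these data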;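 also: 0% = DMSO wells with GLD-1 and probe and 100% = wells lacking GLD-1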
Target sequence (Q17339 whole entry, looked up): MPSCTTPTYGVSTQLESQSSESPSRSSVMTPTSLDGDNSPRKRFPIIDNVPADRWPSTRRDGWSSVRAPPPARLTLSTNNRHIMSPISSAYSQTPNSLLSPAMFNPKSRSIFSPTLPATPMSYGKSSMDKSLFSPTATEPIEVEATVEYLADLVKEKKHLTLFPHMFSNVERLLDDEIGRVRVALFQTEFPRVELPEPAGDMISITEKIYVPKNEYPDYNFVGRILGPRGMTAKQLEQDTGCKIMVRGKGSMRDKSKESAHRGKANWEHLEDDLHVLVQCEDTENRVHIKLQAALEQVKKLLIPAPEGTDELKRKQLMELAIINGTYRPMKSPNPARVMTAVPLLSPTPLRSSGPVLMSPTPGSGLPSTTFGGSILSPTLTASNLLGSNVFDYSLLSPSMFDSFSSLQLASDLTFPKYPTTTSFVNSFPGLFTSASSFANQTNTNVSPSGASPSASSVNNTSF
EBNA-1 inhibitor = blocks EBNA-1 binding to DNA | AID 1950 | EBNA-1 DNA binding, fluorescence polarization | inhibition, % at 14.8 µM | 0.34% of 300,000 active; in the data active = inhibition above about 28%
ZTA DNA inh = counter-screen for EBNA-1 inhibitors: inhibitors of Epstein-Barr virus ZTA; P03206; ZTA-DNA binding, fluorescence polarization; inhibition, % at 11 µM; 0.15% of 320,000 active; AID 2234; in the data active = inhibition above about 33%
Target sequence (P03206 whole entry, looked up): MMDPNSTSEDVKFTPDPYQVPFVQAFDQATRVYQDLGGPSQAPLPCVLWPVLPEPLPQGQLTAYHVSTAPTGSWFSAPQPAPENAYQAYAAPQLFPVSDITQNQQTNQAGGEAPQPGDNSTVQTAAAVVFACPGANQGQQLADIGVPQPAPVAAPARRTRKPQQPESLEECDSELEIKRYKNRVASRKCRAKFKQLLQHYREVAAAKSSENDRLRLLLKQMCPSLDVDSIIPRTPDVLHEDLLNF
Efflux pump inh = antifungal efflux pump inhibition, Nile Red retention; S. cerevisiae Candida pump triplex; inhibition, % at 10 µM; 0.44% of 330,000 active; AID 485275;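 active = plate passing quality check with inhibition over a set limit, or well fluorescence over plate mean plus 4 SD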;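 also: Nile Red retained in pooled yeast measured as flow cytometry median fluorescence; 0% = buffer negative control and 100% = Enniatin B positive control; higher means more Nile Red kept so more efflux inhibition; some compounds called inactive have numbers as strong as hits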
MCL1-BIM inh = disrupts human MCL1 binding to BIM-BH3 peptide; inhibition, % at 10.9 µM; Q07820; 0.68% of 320,000 active; GST-MCL1 / FITC-Bim-BH3 fluorescence polarization; AID 2057;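 active = inhibition above the mean inhibition of all tested compounds plus 3 SD, set per campaign, cut at about 40% in these data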;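 also: 0% = DMSO wells and 100% = unlabeled Bim-BH3 peptide control; higher means more loss of mP so more displacement of Bim peptide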
Fam108B inh = Fam108B inhibition, counter-screen for RBBP9 inhibitors; recombinant Fam108B, FP-Rh probe fluorescence polarization; inhibition, % at 9.51 µM; 0.33% of 300,000 active; AID 1947;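 active = inhibition above the screen mean inhibition plus 3 SD, computed separately per campaign, cut at about 18% in these data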;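 also: inhibitors lower polarization as less probe binds the enzyme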
Bcl-xL primary = Bcl-xL (human) inhibition | Q07817 | GST-Bcl-xL / FITC-Bim BH3 peptide fluorescence polarization | inhibition, % at 10.9 µM | 0.7% of 320,000 active;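 active = inhibition above the mean of all tested compounds plus 3 SD, cutoff set per campaign, cut at about 30% in these data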;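 also: 0% = DMSO wells and 100% = unlabeled Bim-BH3 peptide competitor; inhibitors lower millipolarization by displacing the labeled peptide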
Target sequence (Q07817 whole entry, looked up): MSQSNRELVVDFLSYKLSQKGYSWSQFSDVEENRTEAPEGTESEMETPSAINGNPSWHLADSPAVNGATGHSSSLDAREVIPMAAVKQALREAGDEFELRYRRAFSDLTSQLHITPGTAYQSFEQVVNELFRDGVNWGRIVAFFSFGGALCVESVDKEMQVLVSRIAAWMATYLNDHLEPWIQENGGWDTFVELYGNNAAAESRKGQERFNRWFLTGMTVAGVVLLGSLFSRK
MEX-5 binding = C. elegans MEX-5 TCR-2 RNA binding activity | Q9XUB2 | MEX-5/FITC-TCR2 RNA binding, fluorescence polarization; active compounds read low | activity score (negative = inhibition of binding), % at 10 µM | 0.38% of 300,000 active | AID 1832;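 active = inhibition past about -25% in most replicates, and total fluorescence under double the plate's negative control median, limit read from the data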;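 also: 0% = DMSO and -100% = 5 µM competing unlabeled TCR2 RNA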
Numbers without * were called inactive; i = inactive; . = not tested or not shown. Compounds as they come; 2.3% or so of the library scored in one or more.

SMILES	Yeast superoxide	GLD-1 RNA inh	EBNA-1 inhibitor	ZTA DNA inh	Efflux pump inh	MCL1-BIM inh	Fam108B inh	Bcl-xL primary	MEX-5 binding
NS(=O)(=O)c1ccc(NC(=O)c2cccc3ccccc23)cc1	107	8	-2	-22	0.0	17	1	4	1.1
CCCOc1ccccc1C1NC(=O)NC(C)=C1C(=O)OCc1ccccc1 (stereo not given)	88	7	2	4	-0.1	3	-2	6	-0.9
COc1ccc(NC(=O)c2sc(-c3ccccc3)nc2C)c(OC)c1	103	0	4	-2	-0.8	-5	-5	-3	1.1
COC1CCCN(C(=O)c2ccc(OC3CCN(S(=O)(=O)N(C)C)CC3)cc2)C1 (stereo not given)	119	3	-8	6	2.5	-5	1	-3	0.3
O=C(NCc1ccccn1)c1cc(-c2ccc(Cl)cc2)oc1C(F)(F)F	89	3	-9	-25	-0.1	-6	-2	-1	-2.3
Cc1ccc2nc(NC(=O)c3ccc(-c4nc5ccccc5s4)s3)sc2c1	107	2	3	-8	0.0	1	-1	3	.
COCCNC(=O)c1ccccc1-c1ccccc1C(=O)O	103	3	-7	-6	0.0	7	-4	-2	1.1
CCC(C)NC(=O)C1=C(C)C(=O)OC12CCC(C)CC2 (stereo not given)	95	6	3	4	-0.1	-4	-1	6	-0.4
COc1cc(-c2noc(C)c2/C=C/c2cccc([N+](=O)[O-])c2)cc(OC)c1OC	94	10	0	1	-0.1	-3	-4	-1	-0.3
O=C1/C(=C/c2ccccc2)CCCc2ccccc21	100	-4	-23	6	0.4	5	2	2	-0.7
NC(=O)c1ccsc1NC(=O)COC(=O)c1cc(=O)[nH]c2ccccc12	106	6	-4	-19	0.1	-5	-8	4	-0.6
COc1ccccc1C(=O)NC(CCSC)C(=O)OC(C)C(=O)NC1CC1 (stereo not given)	125	-3	-13	-10	0.1	-1	0	4	-1.7
CCOC(=O)c1cccc(C(=O)Nc2nc3ccc(OC)cc3s2)n1	98	-11	-6	11	0.5	0	-6	1	-0.1
FC(F)(F)c1cccc(NC(=S)Nc2ccc(Cl)cc2Cl)c1	110	-5	-32	1	0.1	4	-5	-2	-1.2
COc1ccc(C(=O)N2CCN(c3ccc(C)c(C)c3)CC2)cc1OC	101	5	7	23	0.1	5	-1	3	1.3
CC(=O)Oc1ccc(-c2nc3c(C)cccc3c(=O)o2)cc1	90	0	-2	1	0.0	-7	-1	3	2.0
CCC1CO/C(=C(\C(Cl)=C(Cl)Cl)[N+](=O)[O-])N1 (stereo not given)	100	1	-1	-5	-0.5	9	-2	9	-1.0
CC(OC(=O)CCCC(=O)Nc1ccccc1)C(=O)c1ccccc1 (stereo not given)	101	-2	-4	-3	-0.4	0	5	3	0.1
Cc1c(OC(C(=O)O)c2ccccc2)ccc2c(-c3ccccc3)cc(=O)oc12 (stereo not given)	104	-6	4	10	0.1	2	-6	6	-4.8
O=C(CN1C(=O)C(=O)N(C2CCCC2)C1=O)Nc1ccc(Cl)cc1C(F)(F)F	93	0	.	11	-0.3	-2	.	-5	.
CCn1ncc([N+](=O)[O-])c1C(=O)NC1CCCCC1	100	6	0	12	0.1	4	4	0	2.1
O=C(CCS(=O)(=O)c1ccc(F)cc1)Nc1nnc(-c2ccc(F)cc2)o1	99	-2	1	4	0.0	12	-2	8	0.1
COc1cccc(CNCCc2c[nH]c3ccccc23)c1OCc1ccc(F)cc1	110	-4	6	-4	0.3	-6	1	0	2.4
Cc1ccc(-n2ncc3c(NCCCn4ccnc4)ncnc32)c(C)c1	91	-4	-2	8	0.0	1	0	4	-0.2
COc1ccccc1N1C(=O)S/C(=C\c2ccc(C)s2)C1=O	93	-36	7	-2	0.2	-69	-6	-21	-32*
Remaining list, next part.
SMILES	Yeast superoxide	GLD-1 RNA inh	EBNA-1 inhibitor	ZTA DNA inh	Efflux pump inh	MCL1-BIM inh	Fam108B inh	Bcl-xL primary	MEX-5 binding
Cc1ccn(CCC(=O)NC2CCCc3c2cnn3-c2cccc(C)c2C)n1 (stereo not given)	99	5	6	-6	-0.4	0	-7	-1	-1.3
COCc1cc(C)nc(SCC[N+](C)(C)CC(=O)Nc2cccc(C)c2)c1C#N	113	-8	-12	-10	0.1	8	2	2	-3.6
CC1CCN(C(=O)CC(NC(=O)c2ccccc2Cl)c2ccccc2)CC1 (stereo not given)	92	4	8	6	-0.7	7	-2	3	3.1
O=C(N/N=C\CCc1ccccc1)c1ccco1	101	3	14	-15	0.1	8	4	6	0.9
O=C(CN1CCN(C(=O)c2c(F)cccc2F)CC1)Nc1ccccc1F	99	2	-1	-12	-0.1	2	1	5	.
Cc1ccc(S(=O)(=O)NC(C)(C)CN2CCNCC2)cc1	92	2	8	-6	-0.1	8	4	9	-1.8
COc1cc(/C=C/[N+](=O)[O-])ccc1OC(=O)c1cc2ccccc2oc1=O	101	9	-3	-7	0.0	17	-1	11	2.4
Cc1cccc2sc(N(CCCN(C)C)C(=O)c3ccc(Cl)s3)nc12	96	0	2	-4	0.0	3	-3	5	0.8
CCCCCCCCN=C1NC(=O)CS1	115	-1	4	4	-0.4	1	1	-2	-1.3
Cc1ccc(S(=O)(=O)N(C)C)cc1NC(=O)COC(=O)c1ccc2c(=O)n3c(nc2c1)CCC3	100	2	11	9	0.1	-10	0	-3	2.5
Cc1cc(/C(N)=N/OC(=O)c2ccccc2Cl)no1	93	3	4	-12	-0.1	-4	-5	4	.
CCn1c(SCc2ccc([N+](=O)[O-])cc2)nnc1C(C)NC(=O)c1ccccc1Br (stereo not given)	86	5	-2	-6	-0.1	-9	2	-6	-1.0
Cn1c(O)c(N=NC(=O)c2ccccc2O)c2ccccc21	105	-10	-9	-4	-0.1	24	0	11	-2.9
Cc1cc(C)c2c(CC(=O)NNC(=O)c3ccccc3)coc2c1	130	5	-12	-26	0.3	-12	1	0	-1.5
O=C(NCCCN1CCOCC1)c1cc(Cl)ccc1Cl	107	2	-4	10	0.0	15	-3	6	-2.1
Cc1ccc(CCNC(=O)CCSCc2ccc(Cl)cc2)cc1	90	-2	1	9	0.8	-1	4	-1	1.0
O=C(CN1C(=O)c2ccccc2S1(=O)=O)NCCSc1ccccc1	112	0	6	-9	0.0	9	-3	4	0.6
COc1ccccc1N1CCN(CC(=O)Nc2ccnn2C2CCCC2)CC1	100	0	.	-13	0.1	3	.	3	.
CCOc1ccc(CN2CCN(Cc3ccon3)CC2CCO)cc1 (stereo not given)	131	-10	-1	1	0.3	1	-5	1	0.5
COc1cc(/C=N/Nc2nc3c(c(=O)n(C)c(=O)n3C)n2Cc2ccccc2)ccc1OC(=O)c1ccco1	113	4	2	17	-0.1	5	19*	2	2.5
COc1ccc(-n2c(Cc3cccn3C)nnc2SCC(=O)Nc2ccc(C(C)=O)cc2)cc1	84	1	-8	-12	0.1	0	3	5	1.7
Cc1ccc(O)c(N=Nc2ccccc2)n1	100	2	-8	4	0.0	0	1	0	1.1
O=C(c1cnc2ccccc2n1)N1CCN(c2ccc(C(F)(F)F)cn2)CC1	110	4	3	5	-0.1	1	-1	1	-1.5
CCc1cccc(CC)c1NC(=O)COC(=O)C1(c2ccc(Cl)cc2)CCCC1	97	-4	2	10	0.5	-10	-7	-6	-0.6
Cc1nn(-c2nnc(C)c(=O)[nH]2)c(C)c1SCC(=O)Nc1ccc(C(C)C)cc1	113	-1	-13	-8	-0.2	4	0	-1	5.7

Compounds above that have a COOH group (two):
SMILES	Yeast superoxide	GLD-1 RNA inh	EBNA-1 inhibitor	ZTA DNA inh	Efflux pump inh	MCL1-BIM inh	Fam108B inh	Bcl-xL primary	MEX-5 binding
COCCNC(=O)c1ccccc1-c1ccccc1C(=O)O	103	3	-7	-6	0.0	7	-4	-2	1.1
Cc1c(OC(C(=O)O)c2ccccc2)ccc2c(-c3ccccc3)cc(=O)oc12 (stereo not given)	104	-6	4	10	0.1	2	-6	6	-4.8

Later entries
SMILES	Yeast superoxide	GLD-1 RNA inh	EBNA-1 inhibitor	ZTA DNA inh	Efflux pump inh	MCL1-BIM inh	Fam108B inh	Bcl-xL primary	MEX-5 binding
CC(O)CNc1nc2sc3c(c2c(=O)n1Cc1ccco1)CCCCC3 (stereo not given)	i	1	-2	9	-0.1	1	3	5	-1.3
CCCOC(=O)c1cc(-c2ccc(/C=C3/C(=O)N(C)C(=O)C(C#N)=C3C)o2)ccc1Cl	71	6	8	-1	0.2	-32	8	-24	.
CC12CCC(C(=O)n3c1nc1ccccc13)C2(C)C (stereo not given)	107	3	-23	-2	0.1	-2	-5	-3	2.5
CC1(OC(=O)C2CCCC2)C(=O)C=C2C=C(c3ccsc3)N(C3CC3)C=C2C1=O (stereo not given)	96	12	-2	3	0.1	27	5	19	-0.8
O=C(CS(=O)(=O)c1ccc(F)cc1)Nc1nnc(-c2ccccc2Cl)o1	91	-1	2	-9	-0.2	4	3	0	5.7
COc1ccc(CNc2nc3nc(C)c(Cl)c(C)n3n2)cc1OC	99	12	-6	-21	0.1	-1	4	0	-0.2
Cc1nc(SCC(=O)NCc2ccco2)[nH]c(=O)c1C	92	1	7	6	0.1	0	1	-2	-1.6
CC(C)(C)NC(=O)c1ccc2c(c1)N(CC(=O)NC1CCCC1)C(=O)C(C)(C)O2	97	2	-8	-14	-0.2	3	-3	9	-0.1
CCCCNC(=O)c1ccc(S(=O)(=O)c2ccc(Cl)cc2)c(NC(C)=O)c1	101	4	-1	8	-0.2	-1	-2	4	0.6
CCOC(=O)C1(Cc2ccccc2)CCN(Cc2cn(CC(=O)OC)c3ccccc23)CC1	115	6	-4	-12	0.2	10	0	5	0.7
CC1CC(C)CN(c2cc3c(cc2[N+](=O)[O-])C(=O)N(c2ccccc2)C3=O)C1 (stereo not given)	108	-2	-13	13	5.1	-3	1	-4	5.7
COc1cccc(CC(=O)Nc2sc3c(c2C(N)=O)CCCC3)c1	89	3	-5	-6	0.0	-8	0	1	-2.2
COC(=O)c1c(C)noc1-c1snnc1C	107	-3	-3	8	-0.2	-4	0	2	-0.9
COc1cc(CN2CCNC(=O)C2CC(=O)N2CCCN(C(C)=O)CC2)cc(OC)c1 (stereo not given)	100	-1	3	11	0.0	5	5	9	-0.5
O=C(Nc1cccc2ccccc12)N1CCCN(c2c(Cl)cncc2Cl)CC1	101	10	-5	4	0.0	10	2	5	1.0
COc1c(Br)cc([N+](=O)[O-])c(OC)c1C(=O)NC(=O)Nc1cc(Cl)cc(Cl)c1	117	6	-4	-11	-0.1	7	-2	4	-0.9
Cc1cccc(Cn2c(=O)oc3ccc(C)cc32)c1	91	-2	7	6	0.0	1	-2	-4	-1.1
CC(=O)Nc1ccc(S(=O)(=O)N2CCC(NC(=O)C(Cc3cccc(F)c3)NC(C)=O)CC2)cc1 (stereo not given)	96	4	5	6	0.0	-7	6	-2	-2.3
O=C(COC(=O)c1ccc(Br)o1)NC1CCCc2ccccc21 (stereo not given)	82	5	.	15	0.0	0	.	1	.
COc1ccccc1CNC(=O)COC(=O)c1cc(S(=O)(=O)N2CCOCC2)ccc1Cl	79	8	10	-15	-0.1	-4	0	-5	3.3
CCOc1ccc(NC(=O)c2nsc(Cl)c2Cl)cc1	103	-3	-6	12	0.0	10	3	0	0.4
CCCNC(=O)Cn1c(=O)n(C)c2ccccc21	98	3	-7	-1	0.1	-10	2	-8	3.9
Cc1cc(C)nc(N2CCC(C(=O)NNC(=O)c3ccc(Cl)cc3)CC2)n1	100	2	3	0	0.1	-3	-2	-2	0.9
CCOC(=O)C1CCN(C(=O)c2cccc(S(=O)(=O)N3CCc4ccccc43)c2)CC1	87	-2	.	-11	0.1	7	.	5	.
O=C(NC(=S)N1CCCC(C(F)(F)F)C1)c1ccc(F)cc1 (stereo not given)	106	-3	4	-5	0.1	2	-1	0	-0.9
O=S(=O)(c1cccc(C(F)(F)F)c1)N1CCN(C(=S)NC2CC2)CC1	98	1	9	1	0.6	5	2	3	0.7
